High-throughput results from PubChem BioAssay.
MsrA act: activators of bovine methionine sulfoxide reductase A; AID 602163; purified bovine MsrA, absorbance read-out; activation, % at 10.6 µM; 0.3% of 360,000 active; in the data active means activation above about 7.5%;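 further: 0% = vehicle and 100% = reference activator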
MLLE-PAM2 inh: inhibitors of microRNA-mediated deadenylation, human PABP1 MLLE binding | P11940 | GST-MLLE / FITC-PAM2 fluorescence polarization | inhibition, % at 20 µM | 0.36% of 360,000 active; in the data active means inhibition above about 35%, passing the limit was not always enough;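 further: plate controls were DMSO wells with GST-MLLE for no effect and wells lacking GST-MLLE protein for full effect; some results filed as inactive read as strong as hits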
NRP1-CendR mod: NRP-1/CendR interaction modulation | FAM-RPARPAR peptide binding to NRP-1, fluorescence polarization | inhibition, % at 25 µM | 0.85% of 360,000 active;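 active means inhibition or corrected inhibition above about 18%, plus a signal ratio from 0.5 to 1.5, limit read from the data, passing the limit was not always enough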; further: strong numbers were not always called active
MsrA inh: inhibitors of bovine MsrA; purified bovine MsrA, absorbance read-out; inhibition, % at 15.5 µM; 0.75% of 360,000 active; AID 651718; in the data active means inhibition above about 4.5%;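 further: 0% = vehicle wells with enzyme and 100% = reference inhibitor wells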
FAS TE block: inhibitors of human fatty acid synthase thioesterase domain | recombinant FAS-TE, OMFH fluorogenic substrate, fluorescence endpoint | P49327 | 0.67% of 360,000 active | inhibition, % at 15 µM;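 active means compounds whose normalised, plate-corrected inhibition of enzyme fluorescence in the single-dose primary screen is 50% or more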;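 further: 0% = DMSO with enzyme and 100% = substrate without enzyme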
Tb MetRS inh: Trypanosoma brucei MetRS inhibition; 0.4% of 360,000 active; purified T. brucei MetRS, ATP depletion, Kinase-Glo luminescence; inhibition, % at 11.9 µM;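 active means inhibition above a per-plate cutoff of the control wells' mean inhibition plus 3 SD, cut at about 5.5% in these data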;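 further: 0% = DMSO wells median and 100% = median of wells with control inhibitor compound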
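Material: parasite MetRS enzyme / Replication: singlicate, one well per compound / Signal: luminescence of leftover ATP / Schedule: 2 h aminoacylation at 25 °C after 15 min preincubation / Medium: HEPES-MgCl2-KCl buffer plus DTT, spermine, BSA, pyrophosphatase / Doses: 11.9 µM single point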
eLon inh: E. coli protease La inhibition; P0A9M0; purified E. coli Lon protease, fluorescence polarization; inhibition, % at 7.94 µM; 0.42% of 360,000 active; in the data active means inhibition above about 13%, passing the limit was not always enough;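 further: 0% = enzyme with probe and DMSO and 100% = no enzyme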
Target sequence (P0A9M0 whole entry, looked up): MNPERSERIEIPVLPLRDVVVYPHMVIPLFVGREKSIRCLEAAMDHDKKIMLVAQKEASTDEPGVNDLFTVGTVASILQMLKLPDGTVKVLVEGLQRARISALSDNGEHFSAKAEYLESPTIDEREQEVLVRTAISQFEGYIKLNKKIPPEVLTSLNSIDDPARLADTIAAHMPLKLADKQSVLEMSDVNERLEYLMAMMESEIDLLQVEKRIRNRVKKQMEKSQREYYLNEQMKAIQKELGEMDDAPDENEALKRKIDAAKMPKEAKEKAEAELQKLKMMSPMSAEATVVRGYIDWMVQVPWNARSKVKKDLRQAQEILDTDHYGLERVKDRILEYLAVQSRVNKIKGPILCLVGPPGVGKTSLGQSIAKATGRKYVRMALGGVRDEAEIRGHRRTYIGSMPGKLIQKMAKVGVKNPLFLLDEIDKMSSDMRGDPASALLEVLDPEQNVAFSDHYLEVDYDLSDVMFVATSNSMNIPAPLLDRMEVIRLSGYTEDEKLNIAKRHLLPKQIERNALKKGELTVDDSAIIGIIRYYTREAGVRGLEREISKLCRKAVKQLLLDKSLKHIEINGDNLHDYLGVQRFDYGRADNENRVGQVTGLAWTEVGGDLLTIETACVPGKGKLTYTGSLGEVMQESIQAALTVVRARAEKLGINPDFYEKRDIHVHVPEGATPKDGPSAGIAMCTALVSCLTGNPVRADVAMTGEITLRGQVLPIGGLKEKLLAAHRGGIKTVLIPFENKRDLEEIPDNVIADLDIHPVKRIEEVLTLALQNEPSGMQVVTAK
MT1-MMP act inh: MT1-MMP (human) activation inhibition; P50281; HT1080 RFP-PRO-GFP cells, GFP/RFP ratio fluorescence, overnight; percent of plate control window, DMSO zero; GFP/RFP ratio change, % at 20 µM; 0.061% of 360,000 active;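 active means GFP/RFP ratio change of at least 30% with cell ATP level not reduced by more than half and red fluorescence within 50% of control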; further: strong numbers were not always called active
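Assay system: HT1080 RFP-PRO-GFP cells | Dosing: 20 µM single dose, 1% DMSO | Incubation: Cells overnight before dosing, compound overnight, 37 °C, 5% CO2 | Evaluation: GFP/RFP fluorescence ratio | Control set: DMSO-only wells and HT1080 RFP-L50D-GFP cell wells as references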
SKN-1 block: inhibitors of C. elegans SKN-1; C. elegans VP596 Pgst-4::GFP/RFP ratio, acrylamide-induced, 24 h; inhibition, % at 21.8 µM; 0.49% of 360,000 active; AID 624304;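 active means interference check ratio from 0.5 to 1.5 plus GFP to RFP signal ratio inhibition reaching or exceeding a fixed threshold, cut at about 30% in these data, passing the limit was not always enough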; further: some compounds called inactive have numbers as strong as hits
* marks the source's active call; other numbers are inactive results; nt = no result given; + = active, no number.

compound,MsrA act,MLLE-PAM2 inh,NRP1-CendR mod,MsrA inh,FAS TE block,Tb MetRS inh,eLon inh,MT1-MMP act inh,SKN-1 block
C=CCn1c(COc2ccc(F)cc2)nnc1SC(C)C(=O)NCC1CCCO1 (centres undefined),-1.5,-29.4,-5.7,-0.4,-4.0,-0.1,-9.4,1.2,1.8
CCCCCOC(=O)Cn1c(N2CCCCCC2)nc2c1c(=O)[nH]c(=O)n2C,-0.2,1.6,4.4,-0.3,5.8,-0.2,1.1,0.2,-7.6
CN1CCN(C2=C(Cl)C(=O)N(Cc3ccccc3)C2=O)CC1,-5.0,-0.5,-1.5,0.1,-3.5,-0.7,0.6,-1.5,-8.4
CCN(CC)c1ccc(/C=N/N2CCN(Cc3ccccc3Cl)CC2)c(O)c1,4.2,3.2,5.7,0.5,23.4,0.2,-0.1,-2.0,-12.5
COc1ccc(-c2csc(NC(=O)CCN3C(=O)C4CC=CCC4C3=O)n2)cc1OC (centres undefined),-1.8,2.7,-20.1,0.0,-5.4,-0.4,-15.8,1.3,23.9
O=C(Nc1cccc(C(=O)O)c1)/C(=C\c1ccc2c(c1)OCO2)NC(=O)c1ccc(Br)cc1,-18.8,-2.9,3.6,6.1*,11.6,0.1,-4.1,8.6,0.1
Cc1ccc(-n2ncc3c(N4CCN(c5ccc(F)cc5)CC4)ncnc32)c(C)c1,-8.1,-3.1,-7.8,0.9,-0.6,-1.2,-1.4,1.2,-2.9
COc1cccc2c1C(=O)c1c(O)c3c(c(O)c1C2=O)C[C@@](O)(C(=O)CO)C[C@@H]3O[C@H]1C[C@H](N)[C@@H](O)[C@H](C)O1,-4.8,126.9,142.1,nt,-87.9,-1.4,+,6.8,68.0
O=C(CCc1nc2ccccc2s1)c1ccccc1,-6.8,3.0,-1.6,1.0,-5.0,-0.4,-3.2,7.5,1.0
Cc1nnc(SCCN2C(=O)c3ccccc3C2=O)[nH]c1=O,-1.2,-8.2,-0.5,-1.2,-3.5,0.8,-0.2,2.8,16.3
CC1(C)CC(=O)C(CCC(=O)c2ccccc2)C(C)(C)N1 (centres undefined),-0.1,3.9,2.1,-1.2,-7.2,0.1,13.8,1.2,29.6
CSc1ccc(CCNC(=O)CN2C(=O)CCSc3ccccc32)cc1,-3.6,0.9,7.0,-1.1,1.9,1.2,-0.4,1.2,13.3
Nc1ccc(C(=O)N/N=C/c2cn(Cc3ccccc3F)c3ccccc23)cc1,-4.8,10.7,9.2,2.0,2.5,0.2,-1.9,-0.4,-11.6
COc1ccc(OC)c(C(=O)CSc2nc3ccccc3n2CC(=O)NC(C)(C)C)c1,-0.9,-6.9,7.2,0.8,0.8,-0.1,-8.2,1.8,-14.0
CCCc1cc(=O)[nH]c(SCC(=O)Nc2ccc(C)cc2)n1,-3.2,6.0,4.9,-0.6,-4.5,0.0,0.3,2.8,9.6
O=C(CNS(=O)(=O)c1ccc2ccccc2c1)OCC(=O)c1ccc(Br)s1,-0.5,-0.5,-6.6,0.5,-0.9,0.7,-0.3,6.1,-8.7
CCCN(CC(=O)Nc1ccccc1C)C(=O)C1CC(=O)N(c2ccc(C)cc2)C1 (centres undefined),-2.1,-1.9,8.5,-0.8,-4.9,0.2,-2.7,1.2,8.3
COc1ccc(C(=O)N/C(=C/c2cccnc2)C(=O)NCc2ccco2)cc1OC,-4.6,0.9,22.8,-0.9,-4.1,-0.1,11.8,1.6,-3.2
COc1ccc(NC(=S)NNC(=O)c2cccnc2)cc1OC,-1.5,9.3,1.4,0.6,-3.2,0.1,-3.9,0.5,-7.9
COc1ccc(NC(=S)N2CCC(C(O)(c3ccccc3)c3ccccc3)CC2)cc1,-0.2,-51.6,6.3,0.0,5.3,0.1,6.2,-19.8,-17.5
CCCN1C(=O)N(c2cccc(C)c2)C(C)(O)CC1(C)C (centres undefined),0.2,-2.0,1.1,-0.9,-2.5,0.1,-2.4,1.9,2.7
CCc1ccc(NS(=O)(=O)c2ccc(OC)c(C)c2)cc1,-4.0,2.9,-18.3,2.2,17.1,-0.4,-6.7,-3.2,8.7
C=CCn1c(C)c(C(C)=O)c(N2CCOCC2)nc1=S,-7.6,30.7,0.6,0.1,-10.2,-1.3,2.3,3.1,7.0
O=C1C=C(c2cccc(CO)c2)C[C@@H](c2ccc(Cl)cc2)C1,-2.2,0.8,12.8,0.2,8.4,-0.4,4.1,12.7,16.7
Cn1ncc2c(Nc3cc(Cl)cc(Cl)c3)ncnc21,-3.5,4.4,6.4,1.6,19.8,0.2,-2.9,2.9,11.3
O=C(NCCCN1CCOCC1)c1sc2cc([N+](=O)[O-])ccc2c1Cl,-4.9,17.5,0.0,nt,7.9,-0.2,-0.9,1.8,-13.8
CNS(=O)(=O)c1cc(C(=O)O)ccc1OC,-8.2,-3.1,-0.1,-1.2,-5.7,-0.2,-5.0,-0.6,1.0
CC(C)CCNC(=O)c1ccc2c(c1)ncn2C1CCCCC1,-2.5,-14.2,-9.0,-1.0,-5.0,0.6,3.5,-5.4,10.2
C=CCn1c(SCC(=O)N(CC)C2CCS(=O)(=O)C2)nnc1-c1ccccc1 (centres undefined),-3.0,11.7,11.1,1.2,-0.4,-0.2,0.6,-3.5,7.1
O=C(COC(=O)c1ccccc1NC(=O)c1ccco1)NCc1ccc2c(c1)OCO2,2.0,-3.8,16.7,0.7,13.5,-0.9,3.6,4.5,0.2

A second format for some results above.
> O=C(Nc1cccc(C(=O)O)c1)/C(=C\c1ccc2c(c1)OCO2)NC(=O)c1ccc(Br)cc1
  MsrA act = -18.8	MLLE-PAM2 inh = -2.9	NRP1-CendR mod = 3.6	MsrA inh = 6.1*	FAS TE block = 11.6	Tb MetRS inh = 0.1	eLon inh = -4.1	MT1-MMP act inh = 8.6	SKN-1 block = 0.1
> CC1(C)CC(=O)C(CCC(=O)c2ccccc2)C(C)(C)N1 (centres undefined)
  MsrA act = -0.1	MLLE-PAM2 inh = 3.9	NRP1-CendR mod = 2.1	MsrA inh = -1.2	FAS TE block = -7.2	Tb MetRS inh = 0.1	eLon inh = 13.8	MT1-MMP act inh = 1.2	SKN-1 block = 29.6
> O=C(CNS(=O)(=O)c1ccc2ccccc2c1)OCC(=O)c1ccc(Br)s1
  MsrA act = -0.5	MLLE-PAM2 inh = -0.5	NRP1-CendR mod = -6.6	MsrA inh = 0.5	FAS TE block = -0.9	Tb MetRS inh = 0.7	eLon inh = -0.3	MT1-MMP act inh = 6.1	SKN-1 block = -8.7
> COc1ccc(OC)c(C(=O)CSc2nc3ccccc3n2CC(=O)NC(C)(C)C)c1
  MsrA act = -0.9	MLLE-PAM2 inh = -6.9	NRP1-CendR mod = 7.2	MsrA inh = 0.8	FAS TE block = 0.8	Tb MetRS inh = -0.1	eLon inh = -8.2	MT1-MMP act inh = 1.8	SKN-1 block = -14.0

The list goes on.
compound,MsrA act,MLLE-PAM2 inh,NRP1-CendR mod,MsrA inh,FAS TE block,Tb MetRS inh,eLon inh,MT1-MMP act inh,SKN-1 block
CN(C)/C=C/C(=O)C(F)(F)F,-7.3,14.1,-15.9,1.1,-4.0,-0.6,-0.7,-1.1,-1.5
Cc1cc(=O)n2nc(N3CCCC(C(=O)NCc4ccccc4Cl)C3)sc2n1 (centres undefined),-1.6,-4.8,6.0,-0.8,-5.7,-0.2,6.5,-2.8,10.2
Cc1cccc(C(=O)O/N=C(\c2ccccc2)c2cccnc2)c1,-6.7,-9.0,7.5,-1.0,5.2,-1.7,-2.7,0.0,-6.0
COC(=O)c1cccc(COC(=O)c2cccnc2SC)c1,-5.3,2.0,8.0,-0.2,12.6,-0.6,2.1,2.4,-7.9
Cc1ccc(C(=O)CN(C(=O)c2ccc(Cl)c(Cl)c2)N2C(=O)C3CCCCC3C2=O)cc1 (centres undefined),-2.0,-8.4,7.0,0.5,48.0,-0.4,3.8,3.6,-6.5
O=C1NC2c3c(Cl)sc(Cl)c3C(=O)C2O1 (centres undefined),-8.1,-4.1,-9.4,1.1,-2.6,-0.3,17.6,-4.7,-5.9
O=C(Nc1ccccc1F)C1CCCN(S(=O)(=O)c2ccccc2)C1 (centres undefined),-0.5,1.8,5.5,-0.8,0.0,-0.6,-6.8,-0.5,2.6
N#Cc1c2n(c3c(=O)n(Cc4ccccc4)cnc13)CCCC2,-9.4,0.4,-0.9,-1.0,3.2,-0.5,-4.3,0.4,-14.1
O=[N+]([O-])c1ccccc1OC/C(=N\O)c1ccccc1,-2.1,-8.1,10.8,0.1,-16.7,0.1,-1.7,-3.0,-7.6
O=C(NC1CCCC1)C(c1ccccn1)N(C(=O)c1csnn1)c1ccccc1F (centres undefined),-2.8,-12.5,-5.0,0.7,-1.0,-0.6,-1.9,-1.5,8.5
Cc1cc(Cl)ccc1OCCCC(=O)N1CCN(S(=O)(=O)c2ccccc2)CC1,-1.4,5.1,2.0,0.0,26.7,0.4,-0.4,-1.3,-16.1
CC(Sc1nnc(Cc2cccs2)n1C1CC1)C(=O)NC1CCS(=O)(=O)C1 (centres undefined),-5.5,9.0,4.1,-0.5,-7.1,-0.3,1.0,-2.1,-0.7
COc1ccc(OCCNC(=O)C(c2ccccc2)c2ccccc2)cc1,2.1,-4.1,3.5,0.0,6.8,-0.8,-5.3,7.5,0.1
CCOc1ccc(S(=O)(=O)N2CCC(C(=O)NCc3ccccn3)CC2)cc1C,6.3,1.9,7.9,-0.4,-3.9,-0.8,2.0,5.3,-2.1
Cc1cccc(C)c1NC(=O)CNC(=O)c1c(-c2ccccc2)noc1C,-0.1,-6.7,23.4,-0.1,-8.5,-0.3,-7.9,-0.7,-10.9
CCCC(=O)Nc1sc2c(c1C#N)CCCC2,-3.9,-0.7,17.4,1.9,2.8,-0.8,-8.3,6.9,5.1
CCOC(=O)c1ccccc1NC(=O)COC(=O)c1c(CC)noc1C,-4.2,5.4,16.9,0.5,18.1,-0.4,1.6,3.9,4.0
CS(=O)(=O)c1ccc(N2CCN(C3CC(=O)NC3=O)CC2)cc1 (centres undefined),-5.5,-16.1,-2.1,1.2,-4.4,-1.0,-7.5,-2.7,-14.7
COc1ccc(NC(=O)Nc2nc(C(N)C3CCCCC3)cs2)cc1 (centres undefined),0.8,-14.4,-9.6,0.1,-5.4,-0.3,-1.5,-5.2,-4.4
CC(C)=CCC[C@H](C)CC1Cc2[nH]c(=S)[nH]c(=O)c2C(c2ccc(F)cc2)O1 (some centres undefined),1.3,26.4,2.1,0.3,20.0,-0.3,-5.9,-2.2,-2.0
COC(=O)CNC(=O)c1sc2ncn(CC(=O)Nc3ccc(C)c(Cl)c3)c(=O)c2c1C,-3.6,23.1,-1.8,1.4,11.5,-0.2,2.6,-2.5,-0.9
CN1CCN(Cc2nc3ccccc3c(=O)n2Cc2nc(-c3ccc([N+](=O)[O-])cc3)cs2)CC1,-2.9,28.1,-1.9,1.4,7.5,0.4,-14.3,-10.3,-2.2
CC(C)C(=O)Nc1ccc(NC(=O)c2ccccc2Cl)nc1,0.4,0.1,-3.4,-1.3,-3.5,-0.4,-14.4,3.6,-17.0
O=CNc1cc(-c2ccc(C(=O)N3CCOCC3)cc2)cn2c(-c3ccc(F)cc3)cnc12,-2.1,2.8,-18.9,1.1,20.2,1.3,-13.2,-8.7,-2.1
CC1CCN(C(=O)COC(=O)c2n[nH]c(=O)c3ccccc23)CC1,-3.7,0.1,16.1,-0.3,-4.0,-0.1,3.8,-4.9,-8.3
O=c1[nH]c(=O)c2[nH]c(=S)[nH]c2[nH]1,5.5,23.2,-11.5,-0.8,-1.6,-0.1,0.9,15.5,13.3
